# From PubChem BioAssay
# RXFP1 antagonist: blocks the human relaxin receptor RXFP1. activity change, negative = inhibition, % at 57.5 µM. hit rate 0.59% among 350,000. HEK293-RXFP1, relaxin-stimulated cAMP HTRF, 30 min; hits give low values. AID 1259400;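 active = activity change of -60% or lower, but not beyond a set lower limit; inconclusive = change between -60% and -40%, or beyond the set limit; inactive = change above -40%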
# Target sequence (Q9HBX9 whole entry, looked up): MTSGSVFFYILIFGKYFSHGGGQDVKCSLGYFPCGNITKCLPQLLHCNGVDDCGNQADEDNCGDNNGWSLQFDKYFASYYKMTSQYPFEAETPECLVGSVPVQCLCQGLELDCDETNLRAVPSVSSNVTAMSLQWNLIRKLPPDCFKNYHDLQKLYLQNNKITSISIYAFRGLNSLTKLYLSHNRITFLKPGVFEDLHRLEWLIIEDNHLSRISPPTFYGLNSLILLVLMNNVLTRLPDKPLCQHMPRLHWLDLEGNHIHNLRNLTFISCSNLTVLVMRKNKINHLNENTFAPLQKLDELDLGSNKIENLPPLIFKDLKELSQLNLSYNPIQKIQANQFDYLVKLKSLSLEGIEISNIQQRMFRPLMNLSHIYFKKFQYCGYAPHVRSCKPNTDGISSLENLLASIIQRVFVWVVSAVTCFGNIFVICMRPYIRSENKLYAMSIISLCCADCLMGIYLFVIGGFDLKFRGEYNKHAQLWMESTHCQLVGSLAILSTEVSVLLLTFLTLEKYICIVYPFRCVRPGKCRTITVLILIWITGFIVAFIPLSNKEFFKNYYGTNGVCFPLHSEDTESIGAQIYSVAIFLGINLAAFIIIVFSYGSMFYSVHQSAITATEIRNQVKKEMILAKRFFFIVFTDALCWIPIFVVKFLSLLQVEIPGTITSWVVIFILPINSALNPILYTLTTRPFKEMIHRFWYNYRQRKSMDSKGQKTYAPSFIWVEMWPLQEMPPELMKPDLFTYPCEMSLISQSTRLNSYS
# * = called active by the depositor; ? = inconclusive. % is set by controls: 0 for no effect and ±100 for the full control effect. A portion of the library; count on the stated rates, not on these rows.
# The opening 6 records as a preview:
SMILES,RXFP1 antagonist
CCc1cc(C(=O)OCC(=O)NCCc2ccccc2)sc1C,5.5
CC(=O)Nc1ccc(NC(=O)CSc2nnc(-c3ccc4c(c3)OCO4)o2)cc1,5.3
O=C(Cc1ccccc1)NCc1nc2ccccc2[nH]1,3.9
COC(=O)Cc1nc2c(N)nc(N)nc2[nH]c1=O,2.0
O=C(CSc1nnc(-c2cccnc2)o1)Nc1ccc(F)cc1,-0.8
CCOC(=O)C1=NN(c2ccc(F)cc2)C2=NC(C)=C(C(=O)OC)C(c3cccs3)N12 (stereo not drawn),-11.2

# The list itself, repeating the preview:
SMILES,RXFP1 antagonist
CCc1cc(C(=O)OCC(=O)NCCc2ccccc2)sc1C,5.5
CC(=O)Nc1ccc(NC(=O)CSc2nnc(-c3ccc4c(c3)OCO4)o2)cc1,5.3
O=C(Cc1ccccc1)NCc1nc2ccccc2[nH]1,3.9
COC(=O)Cc1nc2c(N)nc(N)nc2[nH]c1=O,2.0
O=C(CSc1nnc(-c2cccnc2)o1)Nc1ccc(F)cc1,-0.8
CCOC(=O)C1=NN(c2ccc(F)cc2)C2=NC(C)=C(C(=O)OC)C(c3cccs3)N12 (stereo not drawn),-11.2
CN(C)Cc1c[nH]c2nc[nH]c(=O)c12,9.3
Cc1ccc(C)c(OCCC(=O)OCC(=O)Nc2cccnc2Cl)c1,-1.3
O=C1C2C3C=CC(O3)C2C(=O)N1N=C1CCCCC1 (stereo not drawn),2.3
CCN(c1ccccc1)S(=O)(=O)c1cccc(C(=O)OCC(=O)Nc2ccc(NC(C)=O)cc2)c1,4.3
O=C(COC(=O)/C=C/c1ccccc1[N+](=O)[O-])Nc1ccc2[nH]c(=O)[nH]c2c1,3.5
CN(C)CCN(C(=O)C1CCCCC1)c1nc2cc3c(cc2s1)OCCO3,-2.8
CC1CCC2(CC1)NC(=O)N(CC(=O)NCc1ccco1)C2=O (stereo not drawn),3.3
CC(Sc1ncccn1)C(=O)Nc1ccc2c(c1)OCO2 (stereo not drawn),4.1
O=C(CC(=O)c1cccs1)c1ccncc1,-25.5
CC(NC(=O)COC(=O)c1ccc[nH]c1=O)c1ccccc1 (stereo not drawn),5.8
CCOC(=O)C1(NC(=O)C2(NC(=O)CN3C(=O)c4ccccc4C3=O)CCCC2)CCCC1,2.9
CC1CCCC(C)N1C(=O)COC(=O)c1ccc([N+](=O)[O-])o1 (stereo not drawn),-11.2
C[C@@H]1CN([C@H](C)CO)C(=O)c2c(c3ccccc3n2C)-c2ccccc2CO[C@H]1CN(C)Cc1ccc(C(F)(F)F)cc1,-5.0
C/C(=N/NC(=O)c1nnn(-c2nonc2N)c1CSc1ccc(Cl)cc1)c1ccncc1,1.4
O=c1c(Cl)c(O)ccn1C1OC(CO)C(O)C1O (stereo not drawn),-2.8
COC(=O)C1C2CC(=O)C(C2)C1C(=O)OC (stereo not drawn),-4.1
Cc1ccc([C@H]2C[C@@H](O)[C@H](n3cc(COC(=O)c4ccccc4)nn3)CN2Cc2cccs2)cc1,-10.4
CN(C(=S)NC(=O)C1CCCC1)c1ccccc1,4.3
O=C(O)C1OC1(c1ccccc1Cl)c1ccccc1Cl (stereo not drawn),-5.2
COc1ccc(S(=O)(=O)N2CCCCC2)cc1C(=O)N1CCCCCC1,-3.3
O=C(Nc1cccc(S(=O)(=O)NC2=NCCC2)c1)c1cn(-c2ccccc2)nc1-c1ccc(F)cc1,-3.3
CN(c1ccccc1)S(=O)(=O)c1cccc(C(=O)NCC(c2cccs2)N2CCOCC2)c1 (stereo not drawn),2.4
COc1cc(CCc2ccccc2)c(C(=O)O)c(O)c1CC=C(C)C,-1.4
CCC1CCCCN1S(=O)(=O)c1ccc(NC(=O)C2CC(=O)N(C(C)(C)C)C2)cc1 (stereo not drawn),8.4
C[C@H](CO)N1C[C@H](C)[C@@H](CN(C)Cc2ccccc2C(=O)O)OCc2cnnn2CCCC1=O,-5.2
Cn1c(N)cc(=O)n(C)c1=S,-7.9
O=C(COC(=O)COc1ccc2c(c1)CCC2)Nc1ccccc1C(F)(F)F,-9.3
N#CC(=C(O)COC(=O)c1ccc2c(c1)OCCO2)c1nc2ccccc2[nH]1,?
COc1ccccc1NC(=O)COC(=O)c1ccc(S(=O)(=O)N2CCCCCC2)cc1,3.2
CC(CCc1ccccc1)NC(=O)C1CC1 (stereo not drawn),-1.2
CCOc1ccc(S(=O)(=O)N2CCC(C(=O)Nc3ccccc3N3CCCC3)CC2)cc1,4.0
CCCCCC(=O)N1C[C@@H](n2cc(COC(=O)c3ccccc3)nn2)[C@H](O)C[C@@H]1c1ccc(C)cc1,-9.4
C[C@H](CO)N1C[C@H](C)[C@H](CN(C)Cc2ccc(C(=O)O)cc2)OCc2ccccc2-c2c(n(C)c3ccccc23)C1=O,2.5
Cc1cccc(S(=O)(=O)N(C)C[C@@H]2OCc3cnnn3CCCC(=O)N([C@H](C)CO)C[C@@H]2C)c1,-2.5
COc1ccc(C(=NN)c2ccc(OC)cc2)cc1,-7.9
CCCCCC(=O)N1C[C@@H](n2cc(-c3ccc(F)cc3)nn2)[C@H](O)C[C@@H]1c1ccccc1,-5.2
COc1cccc(-c2ccccc2C2=CC(=O)CC(C)(C)C2=O)c1,5.6
O=C(CSc1nc2ccccc2c(=O)[nH]1)Nc1ccc([N+](=O)[O-])cc1,-12.7
O=C(O)c1cccc(S(=O)(=O)Nc2ccc(-c3ccccc3)cc2)c1,-12.5
Cc1ccc(S(=O)(=O)N2C[C@]3(O)C[C@@H]4C(=O)N(c5ccccc5)C(=O)[C@@H]4C[C@]3(OC(=O)NCc3ccco3)C2)cc1,-2.7
Nn1c(SCC(=O)Nc2cccc(Br)c2)nnc1C1CC1,-5.9
COc1cc(C2c3cc(O)c(OC)cc3CC(C(=O)O)C2CO)ccc1O (stereo not drawn),7.5
O=C(OC1CCCC1)c1ccc(Cl)cc1Cl,0.0
COc1ccc(-c2c(C#N)c(N)nc3c2CCCC3)cc1OC,-5.6

# Next structures follow.
SMILES,RXFP1 antagonist
CN(CC1CCCN(CCc2ccc(Cl)cc2)C1)C(=O)c1ccco1 (stereo not drawn),-6.4
COc1ccc(C)cc1NC(=O)c1ccc(OCc2c(C)noc2C)cc1,3.3
CC(=O)N1CCN(C(=S)NC(=O)c2ccc(F)cc2)CC1,-4.3
COc1ccc(NCC(=O)Nc2cccc(S(=O)(=O)N3CCCC3)c2)cc1Cl,6.3
CCCCOc1ccc(N2C(=O)C(C)CNC2=S)cc1 (stereo not drawn),-2.7
O=C1c2cc(Cl)ccc2-c2c(O)cc(Cl)cc21,-16.8
C#CCN(C[C@H]1[C@H](OC(=O)NCCCCCC)[C@H](OC(=O)NCCCCCC)C[C@H]2C(=O)N(c3ccccc3)C(=O)[C@@H]12)S(=O)(=O)c1ccc(C)cc1,-4.1
CN1OC[C@@H]2CN[C@H](c3cccc(N4CCOCC4)c3)C[C@@H]21,-3.9
O=C(NC1CC1)c1ccccc1NC(=O)c1ccccc1OC(F)F,10.2
Cc1ccc(NC(=O)C(C)Sc2nnc3n2CCCCC3)cc1S(=O)(=O)N1CCOCC1 (stereo not drawn),-1.7
CC1C(=O)N(Cc2cn(CCC3OCCO3)nn2)CCS(=O)(=O)N1Cc1ccc(-c2ccccc2)cc1 (stereo not drawn),-7.4
O=C(CSc1ccc(S(=O)(=O)N2CCCC2)cn1)Nc1ccc([N+](=O)[O-])cc1C(F)(F)F,4.8
N#CC(C#N)=Cc1c[nH]c(=O)c(C#N)c1Nc1ccccc1,25.2
Oc1c(CN2CCCCC2)ccc2cccnc12,-15.9
CC(C(=O)OCC(=O)NC1CCCCC1)N1C(=O)c2ccccc2C1=O (stereo not drawn),-2.7
O=C(O)c1ccc(SCc2ccccc2)nc1,-6.9
O=C(CN1CCCCC1)NC1CCc2cc3c(cc21)CCC3 (stereo not drawn),-17.4
CC1CCCCC12NC(=O)N(CC(=O)Nc1ccc3c(c1)OCO3)C2=O (stereo not drawn),2.1
O=C(O)c1ccccc1NCc1cccnc1,7.7
CCOc1ccc(C(=O)OCC(=O)Nc2cc(S(=O)(=O)N3CCOCC3)ccc2N2CCOCC2)cc1,-12.4
O=C(OCc1cn([C@H]2CN(C(=O)c3cccs3)[C@@H](c3ccc(Cl)cc3)C[C@@H]2O)nn1)c1ccccc1,-8.0
Cc1cn([C@H]2C[C@H](F)[C@@H](CO)O2)c(=O)[nH]c1=O,-5.8
CC(O)C(N)C(=O)O (stereo not drawn),-7.1
CC(=O)Nc1ccc(C(=O)NNC(=O)CCCCC(=O)NNC(=O)c2ccc(NC(C)=O)cc2)cc1,-13.9
CSCCC(NC(=O)c1ccccc1Br)C(=O)NNC(=O)c1cc(C)oc1C (stereo not drawn),2.4
O=C(O)c1cc(NS(=O)(=O)c2ccc(F)cc2)cc(NS(=O)(=O)c2ccc(F)cc2)c1,-11.0
COc1ccc(/C=C2/CCCC(CN(C)C)C2=O)cc1 (stereo not drawn),-17.5
Nc1ncnc2c1ncn2-c1ccccc1Cl,-10.4
CCc1nc2ccccc2c(=O)n1/N=C/c1ccc(OC)cc1,-3.1
O=C(COc1ccc(-n2cnnn2)cc1)Nc1ccc(Br)cc1F,-14.6
O=c1[nH]c(-c2ccccc2)cnc1-c1ccccc1,-13.5
CCOC(=O)N1CCN(C(=O)c2ccc(S(=O)(=O)Nc3ccc(C)cc3)cc2)CC1,-5.7
O=C(O)C1=C(C(=O)O)C2C=CC1C2,1.4
CCOc1cc(C=NN=C2c3ccccc3-c3ccccc32)ccc1O,-5.8
CC(NC(=O)CN(C)CC(=O)Nc1ccc(Cl)cc1)c1ccc(F)cc1 (stereo not drawn),-3.5
CC(OC(=O)CC1Sc2ccccc2NC1=O)C(=O)N(C)Cc1ccccc1 (stereo not drawn),-3.9
COc1ccc(OCC(=O)NNC(=O)C2CCC2)cc1,-3.8
COc1ccc(CNC(=O)C(=O)NCC2OCCN2S(=O)(=O)c2ccccc2)cc1 (stereo not drawn),-7.9
CCN(CC)CCNC(=O)c1c(C)[nH]c(/C=C2\C(=O)Nc3ccc(F)cc32)c1C,3.6
CCN(CC)S(=O)(=O)c1ccc(N2CCOCC2)c(NC(=O)c2[nH]c(C)c(C(C)=O)c2C)c1,12.0
CSc1ncnc2c1ncn2CC(=O)C1CCC2C3CCC4=CC(=O)CCC4(C)C3CCC12C (stereo not drawn),-34.0
O=C(CCC(=O)N1CCN(S(=O)(=O)c2ccccc2)CC1)c1ccc(Br)cc1,-17.6
COc1ccc(C2(c3ccc(OC)cc3)NC(=O)N(CC(=O)Nc3cc(C)on3)C2=O)cc1,-15.4
O=C(NCc1ccccc1)C1CNCC(C(=O)NCc2ccccc2)C1 (stereo not drawn),-3.0
CC(=NNC(=S)N1CC2CCC(CC2)C1)c1cnccn1,?
OCC[C@@H]1C[C@H](O)[C@@H](O)[C@]2(OCCc3cc(C(F)(F)F)ccc32)O1,10.8
C[C@H](CO)N1C[C@H](C)[C@@H](CN(C)Cc2cccnc2)Oc2ncc(-c3cccc(C#N)c3)cc2C1=O,-1.3
Cc1ccc(Nc2nnc(SCC(O)=C(C#N)c3nc4ccccc4[nH]3)s2)c(C)c1,?
COCCn1c(=S)[nH]c2cc(C(=O)N3CCN(C4CCCCC4)CC3)ccc2c1=O,-4.0
CCOc1ccc(NC(=O)CN(C)C(=O)C2CCN(C(=O)Nc3ccccc3)CC2)cc1OCC,-2.7

# (continued)
SMILES,RXFP1 antagonist
COc1ccc(-n2nc3ccc(N)cc3n2)cc1,-3.7
Cn1c(=O)c2c(-c3ccccc3)n(-c3ccccc3S)cc2n(C)c1=O,3.5
O=c1c2ccccc2nnn1CCc1ccccc1,11.2
Cn1c(=O)c2[nH]c(C3CCC3)nc2n(C)c1=O,0.2
COc1ccc(-n2nc3c(c2NC(=O)c2ccccc2)CS(=O)(=O)C3)cc1,3.2
NC(=S)N=Nc1c(O)[nH]c2c(Cl)cc(Cl)cc12,4.1
CC(=O)N(CCc1ccccc1)c1ccc2c(c1)C1CC2CCN1C(=O)OCc1ccccc1 (stereo not drawn),-10.2
Cc1nn(C2CCS(=O)(=O)C2)c(C)c1CN(C)C(=O)c1ccc(F)cc1 (stereo not drawn),3.9
Cc1cc(Cl)ccc1OCC(=O)NNC(=O)c1cccs1,7.2
CN(c1ccccc1)S(=O)(=O)c1ccc(NC(=O)CC(=O)c2ccccc2)cc1,-3.5
CCc1noc(C)c1C(=O)OCC(=O)Nc1ccc2c(c1)OCO2,13.4
COc1ccc(-c2cc(C(=O)OCC(=O)N3CCOCC3)c3ccccc3n2)cc1,5.0
C[C@@H]1CN([C@@H](C)CO)C(=O)CCCn2cc(nn2)CO[C@H]1CN(C)S(=O)(=O)c1ccccc1F,5.3
O=C1CSC(=S)N1N=Cc1ccc(Cl)cc1Cl,-1.5
Cc1ccc(F)cc1NC(=O)c1ccc(OCC2CCCO2)cc1 (stereo not drawn),6.3
CN(Cc1ccccc1)C(=O)C(=O)c1c[nH]c2ccccc12,-1.4
O=C(Nc1ccc(C(=O)O)cc1)/C(=C\c1ccco1)NC(=O)c1ccc(Br)cc1,-7.9
CCSc1nnc(NC(=O)c2ccc3nc[nH]c3c2)s1,-24.7
Nc1cc2c(cc1Br)-c1c(C(=O)O)cccc1C2O (stereo not drawn),-9.3
CC(C)(C)C(=O)NCCCC(=O)O,-6.6
CCC(/C=C1\Oc2ccc(OC)cc2N1C)=C\c1sc2ccccc2[n+]1CCCS(=O)(=O)[O-],7.1
COc1ccc2oc(-c3ccncc3)cc(=O)c2c1,7.7
CCCCn1c(N)c(N(CC)C(=O)c2c(C)noc2C)c(=O)[nH]c1=O,-4.7
